TRPC6 activator: mouse TRPC6 channel activators, primary screen, cell-based, HEK293, membrane potential dye; B-score at 10 µM; HEK293-TRPC6 membrane potential dye fluorescence; active compounds read high; hit rate 0.13% among 310,000; Short transient receptor potential channel 6 (Mus musculus), Q61143;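 active means B-score of the integrated fluorescence ratio above library mean plus 3 SD, and starting fluorescence ratio within library mean plus 5 SD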;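 further: higher score means more depolarization so channel activation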
Target sequence (Q61143 whole entry, looked up): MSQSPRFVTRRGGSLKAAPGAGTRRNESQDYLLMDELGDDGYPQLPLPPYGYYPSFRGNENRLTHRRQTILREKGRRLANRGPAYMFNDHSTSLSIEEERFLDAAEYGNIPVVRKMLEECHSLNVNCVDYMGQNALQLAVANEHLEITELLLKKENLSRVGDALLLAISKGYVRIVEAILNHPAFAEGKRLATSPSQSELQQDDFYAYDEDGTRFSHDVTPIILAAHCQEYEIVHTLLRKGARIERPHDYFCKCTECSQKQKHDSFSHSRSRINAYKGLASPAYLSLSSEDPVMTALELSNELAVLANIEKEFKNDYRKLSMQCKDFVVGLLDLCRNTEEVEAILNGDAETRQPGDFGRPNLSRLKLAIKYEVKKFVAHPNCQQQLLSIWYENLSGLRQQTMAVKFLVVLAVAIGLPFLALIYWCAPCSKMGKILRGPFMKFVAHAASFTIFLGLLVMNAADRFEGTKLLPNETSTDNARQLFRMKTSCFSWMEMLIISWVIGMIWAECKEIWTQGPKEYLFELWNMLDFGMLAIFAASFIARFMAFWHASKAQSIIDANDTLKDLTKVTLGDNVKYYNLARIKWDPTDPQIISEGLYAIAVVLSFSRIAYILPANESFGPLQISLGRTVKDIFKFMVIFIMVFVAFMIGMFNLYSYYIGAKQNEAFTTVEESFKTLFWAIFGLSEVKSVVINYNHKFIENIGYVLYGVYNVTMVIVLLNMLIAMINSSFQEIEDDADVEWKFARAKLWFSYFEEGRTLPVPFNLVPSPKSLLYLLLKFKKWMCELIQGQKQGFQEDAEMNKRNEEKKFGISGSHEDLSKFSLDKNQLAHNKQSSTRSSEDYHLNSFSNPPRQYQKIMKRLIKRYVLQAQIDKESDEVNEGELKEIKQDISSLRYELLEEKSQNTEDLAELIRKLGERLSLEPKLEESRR
TRPC4 PAM: positive allosteric modulators of TRPC4, primary screen, cell-based, mouse TRPC4beta, HEK293 mu-opioid, Fluo-4 calcium. Short transient receptor potential channel 4 (Mus musculus), Q9QUQ5. DAMGO EC20, Fluo-4 Ca2+ flux; active compounds read high. B-score at 10 µM. hit rate 0.42% among 310,000;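 active means B-score of calcium response area above 5 SD of library B-scores, with initial fluorescence ratio within 5 SD of library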;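 further: B-score of integrated fluorescence ratio over time as area under calcium response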
TRPC4 block: inhibitors of mouse TRPC4 channel, primary screen, Fluo4 calcium, HEK293 TRPC4beta/mu-opioid cells. B-score at 10 µM. Short transient receptor potential channel 4 (Mus musculus), Q9QUQ5. hit rate 0.39% among 300,000. DAMGO-evoked Fluo4 calcium flux; active compounds read low. AID 2247, 2010;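 active means B-score over 3 SD under the library average, no early fluorescence shift, positive overall ratio signal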
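Material: HEK293 cells with stable TRPC4beta plus mu-opioid receptor expression; probe or stimulus: DAMGO in two steps, submaximal then maximal; technique: Fluo4 calcium fluorescence by kinetic imaging, 5 s 1 Hz baseline; measure: integrated fluorescence ratio relative to baseline, converted to per-well B score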
TRPC6 inh: mouse TRPC6 channel inhibitors, primary screen, cell-based, HEK293, membrane potential dye. ACh-evoked depolarization; active compounds read low. Short transient receptor potential channel 6 (Mus musculus), Q61143. hit rate 1.1% among 310,000. B-score at 10 µM;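 active means B-score under library mean minus 3 SD, initial fluorescence not abnormally high, positive integrated signal ratio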;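 further: B-score derived from integrated fluorescence ratio over the kinetic read; more negative B-score means stronger inhibition of depolarization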
MrgX1 antagonist: antagonists of human MrgX1 receptor, primary screen, HEK293 cells, Fluo-4 calcium flux | Mas-related G-protein coupled receptor member X1 (Homo sapiens), Q96LB2 | BAM8-22 antagonism; active compounds read low | B-score at 10 µM | hit rate 1.3% among 310,000;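 active means calcium-response B-score plate-corrected more than 3 library SD below zero, starting fluorescence within 5 deviations, no agonist response on first addition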;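 further: peak minus trough fluorescence over baseline after final BAM8-22 challenge near maximal dose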
MrgX1 allo act: positive allosteric modulators of MrgX1, primary screen, HEK293 cells, Fluo-4 calcium flux; FDSS; active compounds read high; hit rate 0.63% among 310,000; B-score at 10 µM;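 active means plate-corrected calcium response at least 3 library SD above typical, normal starting fluorescence, not activating the receptor alone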;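 further: compound read alongside a low EC10 to EC30 dose of BAM8-22 agonist; peak minus trough fluorescence over baseline measured at the second addition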
ANO1 block: TMEM16A chloride channel inhibitors, primary screen, cell-based, HTS. AID 588511, 2011. Anoctamin-1 (Mus musculus), Q8BHY3. normalized B-score (activity score, 25-100; higher = stronger inhibition) at 10 µM. hit rate 1.2% among 310,000. HEK293 TMEM16A/YFP iodide influx fluorescence, ionomycin;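 active means ratio plate-corrected score three or more library SD toward inhibition, starting fluorescence score within five deviations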;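 further: score derived from kinetic fluorescence span divided by baseline fluorescence per well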
ANO1 activ: TMEM16A chloride channel activators or potentiators, primary screen, cell-based, HTS. Anoctamin-1 (Mus musculus), Q8BHY3. HEK293 TMEM16A/YFP-H148Q/I152L, iodide quench fluorescence; active compounds read low. B-score at 10 µM. hit rate 0.3% among 340,000. AID 623877, 2012;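 active means fluorescence-ratio B-score plate-corrected deviation score at least 3 library SD below zero, with starting fluorescence score within 5 deviations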;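 further: channel opened by trigger with iodide after compound preincubation; score built on the fluorescence ratio of max minus min over baseline; more negative score means more quench and so TMEM16A activation or potentiation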
TRPC4 act: activators of mouse TRPC4 channel, primary screen, Fluo4 calcium, HEK293 TRPC4beta/mu-opioid cells. Short transient receptor potential channel 4 (Mus musculus), Q9QUQ5. B-score at 10 µM. hit rate 0.49% among 310,000. Fluo4 calcium fluorescence; active compounds read high. AID 2237, 2010;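 active means B-score above 5 SD of library B-scores, and initial fluorescence ratio not above library mean plus 5 SD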;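 further: positive B-score marks a calcium rise read as TRPC4 activation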
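Assay system: HEK293 stable line with TRPC4beta plus mu-opioid receptor. Times: dye 45 min RT, read 110 s. Measured by: kinetic Fluo4 calcium fluorescence. Measure: B score of integrated ratio. Controls: assay buffer as low control, maximal DAMGO as high control.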
MrgX1 ag: agonists of human MrgX1 receptor, primary screen, HEK293 cells, Fluo-4 calcium flux; Fluo-4 calcium fluorescence, agonist mode; active compounds read high; B-score at 10 µM; hit rate 0.44% among 310,000;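 active means calcium response B-score plate-corrected fluorescence ratio at least 3 library SD, with starting fluorescence B-score inside 5 SD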
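Test system: Stable human MrgX1 HEK293 cell line | Schedule: Overnight plating before 1 h dye loading | Read-out basis: Baseline-normalised fluorescence change ratio, B-scored | Detection: Kinetic calcium dye fluorescence, Fluo-4 NW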
SKKanGAS inh: S. pyogenes SKKanGAS growth inhibitors in kanamycin, primary screen, streptokinase expression inhibitor project, SKKanGAS strain, BacTiter-Glo luminescence; 6 h; inhibition, % at 7.5 µM; hit rate 1.3% among 300,000;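 active means mean replicate score, as percent of positive control median, at least 50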;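 further: strain carries kanamycin resistance gene driven by streptokinase promoter and grows in 40 µg/ml kanamycin; loss of luminescence reflects streptokinase promoter inhibition or plain growth inhibition; 0% = median of DMSO wells and 100% = positive control at its reference dose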
Starred values were filed as active, the others as inactive; i = inactive; nt = not tested or not shown.

canonical_smiles,TRPC6 activator,TRPC4 PAM,TRPC4 block,TRPC6 inh,MrgX1 antagonist,MrgX1 allo act,ANO1 block,ANO1 activ,TRPC4 act,MrgX1 ag,SKKanGAS inh
CCCCNC(=O)N(O)C1N(/N=C/c2ccccc2F)C(=S)SC1(C)C (configuration not stated),i,i,i,i,i,i,i,i,i,i,7
CCCS(=O)(=O)c1c(S(=O)(=O)CCC)c2ccc(C(N)=O)cn2c1C(=O)c1ccccc1,i,i,i,i,i,i,i,i,i,i,-2
COc1ccc(-c2nn(-c3ccccc3)cc2C(=O)NCC2CCCO2)cc1 (configuration not stated),i,i,i,i,i,i,i,i,49*,i,-1
CCOC(=O)/C(=C/C1=CC(=C/N(C)C)/C(=O)O1)C(C)=O,i,i,i,i,i,i,i,i,i,i,-2
CCN(CC(=O)Nc1c(F)cccc1F)C(=O)C1(c2ccccc2)CC1,i,i,i,i,i,i,i,i,i,i,-7
CCC(C)NC(=O)c1ccc(CSCc2ccccc2Cl)o1 (configuration not stated),i,i,i,i,i,i,i,i,i,i,-1
Cc1ccc(-c2csc(N3CCN(c4cc5c(cc4Cl)nc(-c4ccncc4)n5CCOCCO)CC3)n2)cc1,i,i,i,i,i,i,i,i,i,i,47
O=C(NN=C1CCCCCCC1)c1ccc2ccccc2n1,i,i,i,i,i,i,i,i,i,i,8
Cc1cc(=O)oc2cc(OC(=O)C3CCN(C(=O)c4ccc(F)cc4)CC3)ccc12,i,i,i,i,i,i,i,i,i,i,-5
O=C1C2C(C(=O)N1c1ccccc1)N1CCCN1C2c1ccccc1 (configuration not stated),i,i,i,i,i,i,i,i,i,i,-5
O=C(CNC(=O)c1ccccc1)N/N=C/c1ccc([N+](=O)[O-])s1,i,i,i,i,i,i,i,i,i,i,0
Cn1cc(P(=S)(N2CCOCC2)N2CCOCC2)cc1P(=O)(N1CCOCC1)N1CCOCC1,i,i,i,i,i,i,i,i,i,i,1
COc1ccc(-n2c(=O)c3c4c(sc3n3cnnc23)CC(C)CC4)cc1 (configuration not stated),i,i,i,i,i,i,i,i,i,i,-2
Nc1[nH]c(=O)ncc1F,i,i,i,i,i,i,i,i,i,i,-3
CCN(C(=S)Nc1ccc(OC(F)F)cc1)C1CCCCC1,i,i,i,i,i,i,i,i,i,i,-6
Cc1onc(-c2ccccc2Cl)c1C(=O)Nc1cccc2cccnc12,i,i,i,i,i,i,100*,i,i,i,26
O=C(NC(=S)Nc1nc2ccc(F)cc2s1)c1ccco1,i,i,i,i,i,i,i,i,i,i,-3
O=c1oc2ccccc2c(NCc2cccc(F)c2)c1[N+](=O)[O-],i,i,i,i,i,i,i,i,i,i,-3
CC(=O)c1ccc(OCC(O)CN2CCN(c3ccc(F)cc3)CC2)cc1 (configuration not stated),i,i,i,i,i,i,i,i,i,i,0
N#Cc1c(-c2ccccc2Cl)cc(-c2ccccc2)[nH]c1=S,i,i,i,i,i,i,i,nt,i,i,7
COc1cccc(C2=NOC(C(=O)Nc3cccnc3Cl)C2)c1OC (configuration not stated),i,i,i,i,i,i,i,i,i,i,-6
O=c1[nH]c(C2CCCN(S(=O)(=O)c3cccc(Cl)c3)C2)nc2c1nnn2Cc1ccc2c(c1)OCCO2 (configuration not stated),i,i,i,i,i,i,i,i,i,i,43
NC(=O)C1CCN(C(=O)/C=C/c2ccccc2[N+](=O)[O-])CC1,i,i,i,i,i,i,i,i,i,i,-1
Nc1c(N(C(=O)Nc2ccc(Cl)c(Cl)c2)C2CCCC2)c(=O)[nH]c(=O)n1Cc1ccccc1,i,i,i,i,i,i,i,i,i,i,5
COc1cccc(NC(=O)Nc2nnc(Cc3ccccc3)s2)c1,i,i,i,i,i,i,i,i,i,i,-7
Cc1ccc(-c2ccc(=O)n(CC(=O)NCc3ccco3)n2)cc1,nt,nt,nt,nt,i,i,i,i,nt,i,nt
O=C(Nc1nnc(SCC(=O)N2CCCCC2)s1)c1ccc(F)cc1F,i,i,i,i,i,6.8*,i,i,i,i,7
CCN(CC(=O)Nc1ccccc1C(F)(F)F)C(=O)Cc1ccccc1,i,i,i,i,i,i,i,i,i,i,0
CCOC(=O)CSc1cc(C)nc(NC(C)=O)n1,i,i,i,i,i,i,i,i,i,i,-12
O=C(O)c1ccc(C=C(c2nc3ccccc3s2)c2nc3ccccc3s2)cc1,i,i,i,i,i,i,i,i,i,i,35
CC1CC(=O)Nc2ccccc2N1C(=O)Nc1ccccc1 (configuration not stated),i,i,i,i,i,i,i,i,i,i,39
O=C(Nc1ccccc1C(=O)NC(Cc1ccccc1)C(=O)O)c1ccccc1 (configuration not stated),i,i,i,i,i,i,i,i,i,i,5
NC(=O)CC(NC(=O)Cc1cccc2ccccc12)c1ccc(NCc2ccc(F)c(F)c2)c([N+](=O)[O-])c1 (configuration not stated),i,i,i,i,i,i,i,i,i,i,14
CCOC(=O)c1cnc2ccc(OCC)cc2c1NCc1ccccc1,i,i,i,i,i,i,100*,i,i,i,10
N#Cc1cnc(SCCc2ccccc2)nc1N,i,i,i,i,i,i,i,i,i,i,3
COCCCn1c(=O)c2sccc2n2c(CCCC(=O)NCc3ccccc3OC)nnc12,i,i,i,i,i,i,i,i,i,i,3
COc1ccc(-c2c(-c3ccc(OCC(=O)NN)cc3O)n[nH]c2C(F)(F)F)cc1,i,i,i,i,i,i,i,i,i,i,-4
O=C1Nc2cc(C(=O)NCCCN3CCOCC3)ccc2S/C1=C/c1ccccc1F,i,i,-6*,i,i,i,i,i,i,i,5
CCC(C)(C)C(=O)Nc1ncc(S(=O)(=O)c2ccc([N+](=O)[O-])cc2)s1,i,i,i,i,i,i,25*,i,i,i,11
COc1cccc(SCC(=O)N2CCN(c3ccccc3)CC2)c1,i,i,i,i,i,i,i,i,i,i,12
CCN(CC)S(=O)(=O)c1ccc(N2CCCC2)c(NC(=O)c2ccc(N3CCCC3=O)cc2)c1,i,i,i,i,i,i,i,i,i,i,0
COCc1c(C(=O)N/N=C/c2c[nH]c3ccccc23)nnn1-c1nonc1N,i,i,i,i,i,i,i,i,i,i,-4
COc1cc(C2CC(c3c(C)cc(C)[nH]c3=O)=NN2c2ccccc2F)cc(OC)c1OC (configuration not stated),i,i,i,i,i,i,i,i,i,i,1
Cc1ccc(NC(=O)C2(N(CC(C)C)C(=O)Cn3nnnc3N)CCCCC2)cc1,i,i,i,i,i,i,i,i,i,i,-1
COC(=O)CCCC(=O)N1CCCC(C(=O)c2ccc(OC)cc2C)C1 (configuration not stated),i,i,i,i,i,i,i,i,i,i,2
CC(=O)Nc1ccccc1NC(=O)c1ccc(C)cc1C,i,i,i,i,i,i,i,i,i,i,9
O=C(Cc1cccc2ccccc12)Nc1c(F)cccc1F,i,i,i,i,i,i,i,i,i,i,-1
COc1ccc(-c2nn(-c3ccccc3)cc2/C=N/NC(=O)c2ccc(Br)o2)cc1,i,i,i,i,i,i,100*,i,i,i,27
Cc1ccc(S(=O)(=O)N2c3ccccc3CC2C)cc1 (configuration not stated),i,i,i,i,i,i,i,i,i,i,17
O=C(Nc1ccc(C(F)(F)F)cc1)c1ccc2nc[nH]c2c1,i,i,i,i,i,i,i,i,i,i,-11
CC(=O)Oc1ccc2nc(-c3cccs3)oc(=O)c2c1,i,i,i,i,i,i,i,i,i,i,12
O=C(NCCCN1CCCCC1)C1CCC(=O)N1CCc1ccccc1 (configuration not stated),i,i,i,i,i,i,i,i,i,i,-6
C(=Nc1ccc(N2CCOCC2)cc1)c1c[nH]c2ccccc12,i,i,i,i,i,i,i,i,i,i,7
CSc1ncccc1C(=O)Nc1ccc2nc(C)sc2c1,i,i,i,i,i,i,i,i,i,i,-11
CN(C)S(=O)(=O)c1cccc(NC(=O)CSc2nnnn2-c2ccccc2)c1,i,i,i,i,i,i,i,i,i,i,-9
COc1cccc(OCc2cc(C(=O)N3CCN(C4CCCC4)CC3)no2)c1,i,i,i,i,i,i,i,i,i,i,2
O=C(/C(=C/c1ccccc1Cl)c1ccccc1)N1CCOCC1,i,i,i,i,i,i,i,i,i,i,4
CCOc1ccc(C(=O)N(CN2CCCC2=O)c2ccccc2)cc1,i,i,i,i,i,i,i,i,i,i,3
CCCC(=O)Nc1ccc(C(=O)Nc2nc(CC(=O)OCC)cs2)cc1,i,i,i,i,i,i,i,i,i,i,-2
O=C1NCCNC1(c1c[nH]c2ccccc12)C(F)(F)F (configuration not stated),i,i,i,i,i,i,i,i,i,i,-3
C=CCn1c(O)c(N=NC(=O)CNC(=O)c2ccco2)c2ccccc21,i,i,i,i,i,i,i,i,i,i,3
O=C(O)CCCCn1c(SCC(=O)Nc2ccccc2C(F)(F)F)nc2ccsc2c1=O,i,i,i,i,i,i,i,i,i,i,2
COc1ccccc1CNC(=O)c1ccccc1NS(C)(=O)=O,i,i,i,i,i,i,i,i,i,i,11

Bioassay records as filed in PubChem BioAssay.
